# Assay outcomes deposited in PubChem by several laboratories.
# West Nile antiviral – West Nile virus antiviral activity, cell-based, CPE readout (AID 1621); West Nile virus-infected cells, CPE inhibition; higher % means a stronger effect; CPE inhibition, % at 10 µM, or IC50 in µM where a hit was titrated; actives 0.02% (n = 290,000); in the data active = a potency from the dose series; inconclusive = CPE inhibition mostly from about 3.7% at the one dose, without a potency; inactive = the rest, 99 in 100 with CPE inhibition below about 2.2%; also: strong numbers were not always called active
# KOR beta-arrestin-1 – KOR antagonists, beta-arrestin recruitment, cell-based, luminescence, uHTS (AID 1778). Kappa-type opioid receptor (Homo sapiens). KOR beta-arrestin recruitment, luminescence, antagonist mode; higher % means a stronger effect. inhibition, % at 10 µM; hits with a dose series show IC50 in µM. actives 0.091% (n = 290,000); also: strong numbers were not always called active
# KOR beta-arrestin-2 – KOR agonists, beta-arrestin recruitment, primary screen, cell-based, luminescence, uHTS (AID 1777); Kappa-type opioid receptor (Homo sapiens); KOR beta-arrestin recruitment, luminescence; higher % means a stronger effect; one-dose activation, % at 10 µM; EC50 in µM for titrated hits; actives 0.02% (n = 280,000); in the data active = activation above about 50%, passing the limit was not always enough; also: a part of the inactive calls stands beside numbers as strong as those of hits
# NOD1 inhibition – NOD1 signaling inhibitors, primary screen, cell-based, luminescence, uHTS (AID 1578); NOD1-driven NF-kB luciferase reporter cells, luminescence; higher % means a stronger effect; one-dose inhibition, % at 4 µM; EC50 in µM for titrated hits; actives 1% (n = 290,000); in the data active = inhibition mostly above about 36%, no sharp cut-off; inactive = mostly below about 34%;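 also: HEK-293T reporter cells stimulated with the NOD1 agonist gamma-tri-DAP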
# Yfh1-depleted yeast – enhancers of respiration in Yfh1-depleted yeast, dose response, Friedreich's ataxia, plus single-dose screen (AID 1465). S. cerevisiae Yfh1-off respiration, WST-1 reduction, 72 h; higher fold induction means a stronger effect. fold induction at 50 µM; hits with a dose series show EC50 in µM. actives 0.074% (n = 220,000);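 active = fold induction of absorbance versus untreated yeast above a set limit, then at least 30% activation at any dose in follow-up; inconclusive = repeats straddling the limit, or above it without dose testing; inactive = fold induction below the set limit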;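 also: activators that raise dye reduction in frataxin-depleted yeast; strong numbers were not always called active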
# HIV peptide binding – inhibitors of HIV fusion peptide binding, primary screen, biochemical, uHTS, fluorescence dequenching (AID 1986) | cell-free peptide binding, fluorescence dequenching, 30 min; higher % means a stronger effect | one-dose inhibition, % at 20 µM; IC50 in µM for titrated hits | actives 0.3% (n = 290,000); in the data active = inhibition mostly above about 52%, no sharp cut-off; inactive = mostly below about 76%; also: some results filed as inactive read as strong as hits
# HEK293 NOD2/NF-kB – NOD2 signaling inhibitors, cell-based, luminescence, uHTS, HEK293 (AID 1566). actives 0.63% (n = 290,000). one-dose inhibition, % at 4 µM; EC50 in µM for titrated hits. HEK293 NOD2/NF-kB luciferase reporter, luminescence; higher % means a stronger effect; also: many of its hits are not listed in these tables
# Dengue-2 NS5 capping – Dengue-2 NS5 methyltransferase inhibitors, primary screen, biochemical, confirmation dose response (AID 588689); Dengue-2 NS5 methyltransferase capping enzyme assay, biochemical; higher % means a stronger effect; inhibition, % at 25 µM; hits with a dose series show IC50 in µM; actives 0.3% (n = 340,000); in the data active = a potency from the dose series; inconclusive = inhibition above about 29% without an active follow-up result
# AID2073 – inhibitors of Mint1-CaV2.2 protein interaction, biochemical, HTRF (AID 2073); HTRF protein-protein interaction, Mint1-CaV2.2; higher % means a stronger effect; inhibition, % at 20 µM; hits with a dose series show IC50 in µM; Voltage-dependent N-type calcium channel subunit alpha-1B (Homo sapiens); actives 0.19% (n = 290,000); in the data active = inhibition mostly above about 51%, no sharp cut-off; inconclusive = no clear call, values can overlap the other calls; inactive = mostly below about 53%; also: some results filed as inactive read as strong as hits
# Dengue-2 NS5 capping pilot replicate – also measured in Dengue-2 NS5 capping; calls as there; inhibition, %; measured here: pilot screen replicate inhibition
# * hit, by the source's call; i = inactive; ? = inconclusive; . = not tested or not shown; & = joins results of further samples; [ ] = dose if it differs, or a comment. Rule as the data show it, unless noted: active = inhibition above about 50%; inactive = the rest.
SMILES,West Nile antiviral,KOR beta-arrestin-1,KOR beta-arrestin-2,NOD1 inhibition,Yfh1-depleted yeast,HIV peptide binding,HEK293 NOD2/NF-kB,Dengue-2 NS5 capping,AID2073,others
Cc1ccccc1C1=NCC(=O)N(CC(=O)NCc2ccco2)c2sc3c(c21)CCCC3,1.7%,13%,7.7%,13%,i,-0.3%,-1%,-3%,-2%,
CCc1nc(SCC(=O)N2CCN(c3ccccc3)CC2)c2oc3ccccc3c2n1,0.3%,8%,1.1%,4.7µM*,i,-1.4%,.,-2%,19%,
c1ccc2c(CN3CCOCC3)c[nH]c2c1,-1.0%,-11%,-0.3%,-17%,.,1.4%,-1%,-4%,-6%,
Cn1c(O)c(C(=O)c2ccccc2F)c(=O)n(C)c1=O,-0.4%,90%,-0.6%,6%,i,5.0%,9%,1%,8%,
COc1ccc(CCC(=O)NCCc2cnc[nH]2)cc1,-0.3%,15%,-2.5%,-2%,.,0.2%,4%,-6%,-22%,
S=c1[nH]c2ccccc2[nH]1,-1.1%,-40%[20 µM],-1.5%,-5%,i,-1.4%,7%,-13%,-6%,
CC1N=C(c2ccccc2Cl)c2cc(Br)ccc2NC1=O (stereo unspecified),-0.7%,-14%,-3.2%,-6%,.,-0.8%,19%,-5%,3%,
CC1CCC(N2CCN(C(=O)COc3ccccc3)CC2)CC1 (stereo unspecified),-0.4%,-39%,11%,-24%,.,2.3%,-18%,-2%,-4%,
O=[N+]([O-])c1ccccc1CN1CC=C(c2ccc(F)cc2)CC1,-0.2%,-43%[20 µM],0.0%,-19%,.,-0.5%,-16%,-14%,2%,
CCCCC(=O)N/N=C/c1c(O)n(Cc2ccc(F)cc2)c(=O)[nH]c1=O,-0.3%,-33%,6.0%,-9%,i,7.0%,12%,-33%,-6%,
c1ccc(CN2CCN(Cc3ccc4c(c3)OCCO4)CC2)cc1,0.7%,-5%,2.4%,-7%,i,1.2%,8%,10%,-6%,
Cc1cc(C)cc(N2C(=O)/C(=C\c3ccc(N4CCN(C)CC4)o3)C(=O)NC2=S)c1,0.1%,37%,-3.4%,3%,i,149%,24%,.,0%,
O=C(NC(=S)N1C[C@H]2C[C@H](C1)c1cccc(=O)n1C2)c1ccc(Cl)cc1Cl,-0.1%,-45%[20 µM],-3.2%,-15%,.,-0.9%,2%,-11%,-28%,
COP(=O)(OC)C1(Nc2ccc(C)cc2)CCCCC1,0.2%,-63%,3.2%,-1%,i,-2.7%,-5%,2%,0%,
Cc1ccc(C2(O)CN3CCC2CC3)cc1 (stereo unspecified),0.5%,-4%,2.0%,-5%,.,-0.3%,-29%,-3%,9%,
Cc1oc(-c2cccs2)nc1CSCC(=O)N1CCC2(CC1)OCCO2,-0.9%,27%,-0.8%,-16%,i,26%,57%*,-7%,2%,
C#CC1(O)CCC2C3CCC4=C/C(=N/OCC(=O)NCC(=O)NC(C(=O)O)C(C)C)CC[C@]4(C)C3CC[C@@]21C (stereo partly specified),0.4%,1%,5.5%,0%,.,2.6%,0%,-3%,11%,
Cc1ccccc1CN1CCN(Cc2ccccc2)CC1,0.0%,-2%[20 µM],2.3%,-16%,i,-1.1%,-7%,-4%,3%,
CC[N+](CC)(CC)CCCCCCCCCC[N+](CC)(CC)CC,0.4%,5%,17%,-2%,i,-1.1%,3%,-4%,1%,
Cc1[nH]n(-c2cccc(Cl)c2)c(=O)c1-c1ccc(Cl)cc1,0.0%,-6%,2.4%,2.4µM*,.,16%,13µM*,21%,12%,
CC(C)NS(=O)(=O)c1ccc(OCC(=O)N2CCN(Cc3ccc4c(c3)OCO4)CC2)c(Cl)c1,-1.1%,10%,6.2%,6%,i,5.3%,1%,-1%,0%,
O=C1CN=C(c2ccccc2)c2cc(Br)ccc2N1Cc1cc(=O)n2ccccc2n1,-0.3%,24%,7.1%,-6%,i,-1.0%,29%,-5%,2%,
CCc1c(C)nc2ccc(Br)cc2c1SCCC#N,-1.6%,-35%,12%,3.1µM*,i,-0.4%,3.8µM*,0%,41%,
C/C(=N\NP(=S)(c1ccccc1)c1ccccc1)c1ccc(O)cc1O,-0.2%,28%,-0.7%,-8%,i,-2.2%,-43%,-3%,-17%,
Cc1ccccc1CN1CCCN(Cc2ccc(Cl)cc2)S1(=O)=O,-0.5%,-24%,2.7%,-9%,.,3.0%,16%,-1%,-2%,

# The final 2 records of the part before open the next one:
SMILES,West Nile antiviral,KOR beta-arrestin-1,KOR beta-arrestin-2,NOD1 inhibition,Yfh1-depleted yeast,HIV peptide binding,HEK293 NOD2/NF-kB,Dengue-2 NS5 capping,AID2073,others
C/C(=N\NP(=S)(c1ccccc1)c1ccccc1)c1ccc(O)cc1O,-0.2%,28%,-0.7%,-8%,i,-2.2%,-43%,-3%,-17%,
Cc1ccccc1CN1CCCN(Cc2ccc(Cl)cc2)S1(=O)=O,-0.5%,-24%,2.7%,-9%,.,3.0%,16%,-1%,-2%,
O=C(CN1CCN(c2ccccc2F)CC1)Nc1cccnc1Cl,-0.4%,-36%,5.6%,-27%,i,0.4%,-10%,-10%,-5%,
Nc1c(C(=O)NCC2CCCO2)c2nc3ccccc3nc2n1Cc1ccco1 (stereo unspecified),0.3%,-13%,4.4%,10%,i,5.0%,-5%,-9%,24%,
CC/C(=N\Nc1ccccc1)c1c(O)[nH]c(=O)[nH]c1=O,-0.1%,33%,3.1%,-4%,i,-1.4%,12%,5%,0%,
Cc1ccc(CNCCc2ccccc2F)cc1,-0.6%,-30%,13%,-6%,i,0.5%,-14%,1%,-3%,
CCN1CCN(Cc2cc(OC)c3c(c2)OCO3)CC1,0.1%,-23%[20 µM],0.4%,-5%,.,-0.9%,7%,0%,-3%,
C=CCN1C(=O)NC(=O)C(CCc2ccncc2)(CCc2ccncc2)C1=O,0.0%,-32%[20 µM],.,-17%,i,-1.2%,4%,4%,13%,
COc1ccccc1OCC(=O)N1CCN(Cc2ccc3c(c2)OCO3)CC1,0.5%,-9%[20 µM],.,-24%,i,-1.8%,-14%,-3%,2%,
N#CCCn1cc(C=C2C(=O)NC(=O)NC2=O)c(-c2ccccc2)n1,0.8%,-14%,1.9%,-43%,i,-0.2%,-3%,34%,28%,
CCOC(=O)C1=C(N)Oc2cc(C)oc(=O)c2C12C(=O)N1c3c(cccc32)C(C)=CC1(C)C (stereo unspecified),1.7%,-6%,4.7%,0%,i,-1.7%,-5%,-5%,1%,
O=C1NC(=O)N(CCc2ccc(F)cc2)C(=O)/C1=C/c1ccco1,1.1%,-150%,6.3%,10%,i,45%,11%,-8%,15µM*,
CCN(CC)C(=O)c1ccc(NC(=O)c2cc(-n3cnnc3)ccc2Cl)cc1,-0.5%,-19%,-3.8%,-13%,i,-1.4%,-3%,-5%,-4%,Dengue-2 NS5 capping pilot replicate=0.6
CC(C)CCOC(=O)c1c(N)n(CC2CCCO2)c2nc3ccccc3nc12 (stereo unspecified),-0.5%,-3%,-2.3%,-15%,i,0.2%,-21%,1%,14%,
CC(C)CN1CCN(Cc2cccc3c2OCO3)CC1CCO (stereo unspecified),-0.1%,-1%[20 µM],-5.9%,-21%,i,-1.3%,-4%,1%,4%,
O=C(CN1CCCCC1)c1ccccc1F,-0.4%,-18%,-2.0%,-32%,i,-0.6%,9%,-10%,6%,
O=C(C(Cc1ccccc1)NS(=O)(=O)c1ccc(F)cc1)N1CCC2(CC1)OCCO2 (stereo unspecified),-0.4%,-5%,5.3%,1%,i,3.1%,-9%,-6%,-11%,
Cc1sc2c(c1C)C(c1ccc(C(C)(C)C)cc1)=NCC(=O)N2CC(=O)Nc1nccs1,?,-16%,-0.1%,22%,i,0.6%,-21%,37%,5%,
CCC1=Nc2cc(C(=O)N3CCC4(CC3)OCCO4)ccc2Sc2ccccc21,0.0%,-12%,-3.1%,0%,.,1.0%,27%,-2%,10%,
COc1cccc(C(=O)C2CCCN(C3CCOCC3)C2)c1 (stereo unspecified),1.0%,-4%[20 µM],.,-32%,i,0.4%,-14%,-7%,-2%,
C[C@]12CCC(=O)C=C1CC[C@@H]1[C@@H]2C(=O)C[C@]2(C)C(=O)CC[C@@H]12,0.1%,2%,0.8%,-18%,i,-1.3%,5%,-5%,0%,
CC/C(=C\C=C\[C@@H]1C=C[C@@H]2CCC[C@H]2[C@@H]1C(=O)c1ccc[nH]1)[C@@H]1O[C@@H]([C@@H](C)C(=O)O)CC[C@@H]1C,3.3%,16%,-4.5%,3%,i,60%,25%,.,12%,
COc1ccc(CN2CCCCC2c2cccnc2)cc1C (stereo unspecified),-0.4%,-16%,-2.7%,4%,i,-0.8%,10%,-2%,-2%,
COc1cc(CNCCc2c[nH]c3ccccc23)cc(OC)c1,0.5%,-13%,3.8%,-15%,.,2.9%,-9%,1%,0%,
Cc1ccc2c(c1)=NC(=O)/C(=C/c1c(O)[nH]c(=O)[nH]c1=O)C=2,-0.1%,40%,-0.9%,-2%,i,-0.5%,7%,79µM*,24%,
O=c1[nH]c(=S)n(Cc2ccc(F)cc2)c(O)c1/C=N/N1CCCCCC1,0.0%,42%,-4.8%,12%,i,30%,24%,-27%,8%,
C/C(CC(c1ccccc1)c1c(O)c2ccccc2oc1=O)=N\NC(N)=S (stereo unspecified),-0.2%,15%,-0.7%,-5%,i,-1.0%,14%,-6%,-8%,

# Next part.
SMILES,West Nile antiviral,KOR beta-arrestin-1,KOR beta-arrestin-2,NOD1 inhibition,Yfh1-depleted yeast,HIV peptide binding,HEK293 NOD2/NF-kB,Dengue-2 NS5 capping,AID2073,others
CC(N=Cc1c(O)[nH]c(=O)[nH]c1=O)c1ccccc1 (stereo unspecified),-0.1%,-10%,-4.5%,10%,i,-1.9%,-18%,1%,4%,Dengue-2 NS5 capping pilot replicate=0.0
O=P(Oc1ccccc1)(Oc1ccccc1)C(Nc1ccccc1)c1ccccc1 (stereo unspecified),0.2%,22%,-5.1%,-9%,i,1.4%,10%,-6%,1%,
O=c1[nH]sc2cc(F)ccc12,1.2%,-33%,-0.1%,-27%,i,-2.0%,11%,7%,26%,
CC(C)N(CCC(C(N)=O)(c1ccccc1)c1ccccn1)C(C)C (stereo unspecified),0.1%,4%,-1.1%,-21%,i,2.6%,3%,-2%&-2%,0%,
COCCN1Cc2cc(=O)n3c([nH]c4ccccc43)c2C1=N,-0.7%,-7%,-6.2%,-29%,i,-2.2%,-16%,-5%,28%,
CC1CCN(c2cc(Br)c([N+](=O)[O-])cc2F)CC1,0.2%,4%,1.9%,-11%,i,0.7%,-7%,-4%,-7%,
COc1ccc(C(=O)c2nc3ccccc3n2C(C)C)cc1OC,-0.2%,9%,0.4%,2%,.,-0.1%,28%,1%,24%,
CCN1C(=O)c2ccccc2Sc2ccc(C(=O)N3CCC4(CC3)OCCO4)cc21,.,-7%,1.7%,-16%,.,0.5%,9%,6%,-4%,
Cc1cc(N2CCNCC2)nc2ccccc12,-1.2%,-84%[20 µM],-4.3%,-29%,.,2.4%,-2%,-5%,11%,

# Only part of the results is shown; the hit share may differ from the screen's.
